# NPR2 activator = GC-B (human) receptor activation; P20594; HEK293-GC-B cells, CNP EC30, cGMP TR-FRET; 0% at EC30 CNP, 100% saturating CNP; activation, % at 10 µM; 0.11% of 370,000 active; AID 1920062;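 active means activation at 10 µM reaching about 35% in either raw or pattern-adjusted values, limit read from the data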
# ARFGAP1 inh = inhibitors of rat ARFGAP1; 0.26% of 360,000 active; Arfgap1-stimulated ARF1 GTP hydrolysis, GDP FP detection; inhibition, % at 16.5 µM; AID 651572;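 active means inhibition above a per-plate limit, mean inhibition of low control wells plus 3 SD, cut at about 25% in these data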;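 further: 0% = DMSO wells with enzyme and 100% = wells lacking Arfgap1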
# Target sequence (Q62848 1-136 limits assumed): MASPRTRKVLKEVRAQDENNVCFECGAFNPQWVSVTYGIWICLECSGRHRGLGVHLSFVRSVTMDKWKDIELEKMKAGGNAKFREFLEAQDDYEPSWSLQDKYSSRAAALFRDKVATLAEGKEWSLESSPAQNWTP
#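 Replicates: Single well per compound | Assay system: Truncated rat Arfgap1 GAP domain | Control set: No-Arfgap1 wells (100%) versus DMSO full-reaction wells (0%) | Times: Enzyme reaction 120 min at 25 °C after 20 min preincubation | Reagent: Human ARF1(Δ1-17)-GTP substrate | Measured by: Tracer-displacement fluorescence polarization with EDTA stop, 620/688 nm | Measure: Percent inhibition of Arfgap1-stimulated GTP hydrolysis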
# sPLA2-III inh = Inhibits HGIII-sPLA2 liposome hydrolysis, primary screen; inhibition, % at 12.2 µM; 0.56% of 370,000 active; QFRET BODIPY PC-A2 liposome hydrolysis, fluorescence; AID 743126;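 active means inhibition above mean plus 3 SD of compounds lying within the high and low control bounds, cut at about 19% in these data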;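 further: 0% = median of test compound wells and 100% = no enzyme DMSO wells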
# ADAM10 inh = inhibitors of human ADAM10. O14672. inhibition, % at 7 µM. 0.62% of 370,000 active. AID 720582. recombinant ADAM10, EDANS/DABCYL FRET peptide cleavage, 3 h;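 active means inhibition above a per-campaign cutoff equal to the mean of compounds falling between control-based bounds plus 3 SD, cut at about 20% in these data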;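 further: 0% = DMSO wells while the 100% control is not disclosed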
# Target sequence (O14672 214-748 limits assumed): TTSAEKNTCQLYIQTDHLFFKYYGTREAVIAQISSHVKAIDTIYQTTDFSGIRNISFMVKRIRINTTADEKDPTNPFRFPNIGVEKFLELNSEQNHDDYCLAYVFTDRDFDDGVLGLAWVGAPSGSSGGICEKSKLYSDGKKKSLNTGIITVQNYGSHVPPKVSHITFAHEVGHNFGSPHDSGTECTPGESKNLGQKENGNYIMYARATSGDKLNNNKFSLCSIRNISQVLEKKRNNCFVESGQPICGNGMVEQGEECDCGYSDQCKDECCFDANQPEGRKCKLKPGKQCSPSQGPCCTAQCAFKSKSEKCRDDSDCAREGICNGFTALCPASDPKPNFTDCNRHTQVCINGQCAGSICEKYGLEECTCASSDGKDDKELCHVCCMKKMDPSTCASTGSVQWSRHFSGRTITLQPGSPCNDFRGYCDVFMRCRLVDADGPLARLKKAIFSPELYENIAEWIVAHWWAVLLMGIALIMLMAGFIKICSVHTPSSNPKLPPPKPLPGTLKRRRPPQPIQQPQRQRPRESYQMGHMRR
# DDE Tn6 FP inh = disrupts Tn6 cyclic peptide binding to fibrin D-Dimer-E complex | Fibrin DD(E) TRITC-Tn6 fluorescence polarization displacement | inhibition, % at 8.3 µM | 0.21% of 370,000 active;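 active means inhibition above a per-campaign cutoff: mean of compounds within control limits plus 3 SD, cut at about 15% in these data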;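 further: 0% = median of all compound wells on the plate and 100% = blocking peptide control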
# NPR1 activator = GC-A (human) enzyme activation. activation, % at 10 µM. P16066. HEK293 GC-A cells, cGMP TR-FRET, EC30 ANP; 0% at EC30 ANP, 100% saturating ANP. 0.14% of 370,000 active; in the data active means activation above about 40%
# FXN GAA850 act = increases GAA850 frataxin promoter reporter activity | HEK293 lucGAA850 FXN promoter luciferase reporter, 24 h; percent of 10 µM SAHA response | activation, % at 6 µM | 0.56% of 360,000 active | AID 540364;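 active means activation above the average of all compounds screened plus 3 SD, cutoff fixed separately per campaign, cut at about 7.5% in these data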;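 further: 0% = DMSO wells and 100% = 10 µM SAHA wells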
# ASAP1 GAP inh = inhibitors of human ASAP1 ArfGAP activity | AID 624377 | Q9ULH1 | inhibition, % at 16.5 µM | 0.19% of 360,000 active | ASAP1-stimulated ARF1 GTP hydrolysis, GDP FP detection; in the data active means inhibition above about 25%;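 further: 0% = vehicle with enzyme and substrate and 100% = no enzyme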
# rCAG RNA binder = binds r(CAG) RNA repeats; r(CAG) RNA repeat, TO-PRO-1 dye displacement fluorescence; inhibition, % at 3 µM; 1.3% of 370,000 active;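 active means inhibition above the plate cutoff, the mean of all test compounds on that plate plus 3 SD, cut at about 35% in these data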;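 further: 0% = DMSO alone and 100% = 100 µM mitoxantrone as full dye displacement; higher means more dye released from RNA so lower well fluorescence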
# proKLK7 act = proKLK7 (human) activation, primary screen | P49862 | purified proKLK7, EDANS-DABCYL substrate fluorescence; 100% is mature enzyme control, 0% vehicle | activation, % at 7 µM | 0.9% of 370,000 active;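 active means activation above the mean of all tested compounds plus 3 SD, computed per campaign excluding outliers beyond control limits, cut at about 13% in these data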
# Target sequence (P49862 whole entry, looked up): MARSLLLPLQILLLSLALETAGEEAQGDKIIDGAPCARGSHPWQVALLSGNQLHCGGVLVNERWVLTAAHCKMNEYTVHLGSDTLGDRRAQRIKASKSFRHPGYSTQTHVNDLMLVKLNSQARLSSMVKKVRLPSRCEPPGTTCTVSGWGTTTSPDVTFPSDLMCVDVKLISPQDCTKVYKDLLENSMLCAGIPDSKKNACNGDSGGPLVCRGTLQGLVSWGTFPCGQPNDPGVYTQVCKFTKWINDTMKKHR
# * hit, by the source's call; nt = not tested or not shown.
mol,NPR2 activator,ARFGAP1 inh,sPLA2-III inh,ADAM10 inh,DDE Tn6 FP inh,NPR1 activator,FXN GAA850 act,ASAP1 GAP inh,rCAG RNA binder,proKLK7 act
CCN1C(=O)C(O)(CC(=O)c2ccccn2)c2ccccc21 (stereo not drawn),-1,-1,6,-8,6,0,-1.9,0,1,-0.2
COc1ccc(-c2csc(Nc3ccc(S(=O)(=O)Nc4cc(C)on4)cc3)n2)cc1C,-4,-17,-111,3,3,0,-1.9,-8,93*,0.7
O=C(Nc1ccc2c(c1)OCO2)O[C@@H]1C[C@H]2CCCC(=O)N3CC[C@@H](C1)[C@@H]23,-1,5,3,5,-6,-2,1.4,-9,2,0.1
Cc1cc(CN(C)C(=O)c2cc(COc3ccc(F)cc3Cl)on2)n[nH]1,2,-8,-11,-8,-4,25,2.7,-3,-3,-0.2
Cc1cc(C)n(C2CCCCC2OC(=O)c2ccccc2F)n1 (stereo not drawn),nt,-2,-3,4,1,nt,-1.7,12,-6,0.7
O=C(O)COCC(=O)Nc1ccc2c(c1)oc1ccccc12,0,2,17,-1,6,3,0.3,6,3,-1.1
CN(C)C(=O)/C(=C/c1ccc(-c2cccc([N+](=O)[O-])c2)o1)NC(=O)c1ccccc1,4,13,-2,8,-1,3,2.8,7,1,0.5
CCc1nnc(NC(=O)CSc2nc3cc(OC)c(OC)cc3cc2C)s1,-6,4,4,1,3,-3,5.2,-6,0,-0.3
CCOC(=O)/C(C#N)=C/Nc1ccccc1NS(=O)(=O)c1ccc2c(c1)OCCO2,2,0,2,0,3,-2,-1.7,-11,18,-0.3
Cc1nc2ccc(S(=O)(=O)NC(C(=O)N3CCn4c3nc3ccccc34)C(C)C)cc2s1 (stereo not drawn),-10,12,-5,-7,-3,-3,-0.7,7,1,-0.4
Cc1ccc(NC(=O)c2ccccc2-c2cc(C)no2)cc1,6,6,1,0,1,2,-0.8,1,0,-0.6
CCS(=O)(=O)c1cc([N+](=O)[O-])c(Sc2ccccc2N)s1,-1,1,-17,-1,-3,5,1.6,1,22,-1.1
Cc1ccc(SC[C@H](c2ccccc2)N2CCN(CC(C)C)CCC2=O)cc1,-2,8,5,2,7,-3,0.4,-4,-7,-0.3
COc1cc2c(C)nc3c(c(C)nn3-c3ccccc3)c2cc1OC,-7,-5,-2,-24,-2,0,-0.2,-3,0,-0.8
Cc1ccc([C@H]2C(C(=O)O)=CC[C@@H](c3cccs3)N2S(=O)(=O)c2ccc(C)cc2)cc1,1,-4,-14,-18,6,-1,0.4,5,61*,0.4
CC(=O)Nc1cc(C)c2nc(NC(C)=O)sc2c1,1,-1,2,7,0,-1,3.0,3,2,0.2
CC(=O)/C=C/n1c(=S)oc2ccccc21,3,4,8,-12,-5,5,nt,8,-3,-0.1
O=C(N/N=C/c1cccnc1)c1ccc2c(c1)OCCO2,-3,-2,-2,-5,1,6,3.9,-5,-1,-0.5
COC(=O)C(Cc1c[nH]c2ccccc12)NC(=O)c1ccccc1Br (stereo not drawn),-5,-9,-57,-7,-2,-1,3.2,5,-2,0.7
Cc1cc(C)nc(OC(C(=O)O)C(OCCC(C)C)(c2ccccc2)c2ccccc2)n1 (stereo not drawn),1,5,-4,-3,-2,-5,-1.2,-14,21,0.4
N#Cc1cc(S(=O)(=O)c2ccc(Cl)cc2)c(N)[nH]c1=O,-2,-29,-11,-16,4,4,-0.1,6,4,0.4
Cc1onc(-c2c(Cl)cccc2Cl)c1C(=O)N1C=CC(C(F)(F)F)=NCC1,5,11,1,-2,-7,2,-2.8,0,-3,0.4
O=C(Nc1ccc(Cl)cc1)c1cc2nc(-c3ccco3)cc(C(F)(F)F)n2n1,-17,-11,-1,-27,-2,2,1.8,5,6,-0.9
Cc1ccc(C(=O)CCC(=O)NCc2ccccc2)cc1,3,1,2,6,6,4,2.8,-6,-2,0.5
Nc1nc(SCC(=O)NCC2CCCO2)[nH]c(=O)c1NC(=O)c1ccco1 (stereo not drawn),-3,-9,-4,-4,10,1,0.2,-16,2,-0.1
CCN(CC(=O)Nc1ccccc1C(F)(F)F)C(=O)CCc1nc2ccccc2c(=O)[nH]1,2,3,5,-5,-2,-4,1.6,7,-4,-0.8
Cc1nn(CCCC(=O)NC2CCC(C)CC2)c(=O)c2nn(-c3ccccc3)c(C)c12 (stereo not drawn),-17,1,5,-1,-2,0,0.0,17,-9,0.0
Cn1c(CNc2nc3ccccc3n2CCN2CCCCC2)nc2ccccc21,-4,3,7,-5,-2,-7,0.0,-3,-6,0.4
COc1cccc(NC(=O)N2CC[C@@H]3[C@H]2c2cc(-c4cccc(C#N)c4)ccc2N(C)[C@@H]3CO)c1,2,nt,-7,-197,-2,-2,nt,nt,11,-6.8
CC1=NN(C(=O)Cc2ccc([N+](=O)[O-])cc2)C(O)(c2cccnc2)C1 (stereo not drawn),8,-5,-3,0,9,3,1.6,-3,3,0.5
CCOc1ccc(NC(=O)CC2C(=O)N(C)C(=S)N2Cc2ccco2)cc1 (stereo not drawn),0,5,-4,1,-4,-3,0.6,10,0,0.5
Cc1cc(NC(=O)c2cc(C3CC3)on2)no1,4,2,10,-10,3,1,3.2,-4,1,0.2

# Eleven of the compounds above, with values under each structure.
# Every second line gives: NPR2 activator | ARFGAP1 inh | sPLA2-III inh | ADAM10 inh | DDE Tn6 FP inh | NPR1 activator | FXN GAA850 act | ASAP1 GAP inh | rCAG RNA binder | proKLK7 act
CCN1C(=O)C(O)(CC(=O)c2ccccn2)c2ccccc21 (stereo not drawn)
    -1 | -1 | 6 | -8 | 6 | 0 | -1.9 | 0 | 1 | -0.2
COc1ccc(-c2csc(Nc3ccc(S(=O)(=O)Nc4cc(C)on4)cc3)n2)cc1C
    -4 | -17 | -111 | 3 | 3 | 0 | -1.9 | -8 | 93* | 0.7
O=C(Nc1ccc2c(c1)OCO2)O[C@@H]1C[C@H]2CCCC(=O)N3CC[C@@H](C1)[C@@H]23
    -1 | 5 | 3 | 5 | -6 | -2 | 1.4 | -9 | 2 | 0.1
Cc1cc(CN(C)C(=O)c2cc(COc3ccc(F)cc3Cl)on2)n[nH]1
    2 | -8 | -11 | -8 | -4 | 25 | 2.7 | -3 | -3 | -0.2
Cc1cc(C)n(C2CCCCC2OC(=O)c2ccccc2F)n1 (stereo not drawn)
    nt | -2 | -3 | 4 | 1 | nt | -1.7 | 12 | -6 | 0.7
O=C(O)COCC(=O)Nc1ccc2c(c1)oc1ccccc12
    0 | 2 | 17 | -1 | 6 | 3 | 0.3 | 6 | 3 | -1.1
CN(C)C(=O)/C(=C/c1ccc(-c2cccc([N+](=O)[O-])c2)o1)NC(=O)c1ccccc1
    4 | 13 | -2 | 8 | -1 | 3 | 2.8 | 7 | 1 | 0.5
CCc1nnc(NC(=O)CSc2nc3cc(OC)c(OC)cc3cc2C)s1
    -6 | 4 | 4 | 1 | 3 | -3 | 5.2 | -6 | 0 | -0.3
CCOC(=O)/C(C#N)=C/Nc1ccccc1NS(=O)(=O)c1ccc2c(c1)OCCO2
    2 | 0 | 2 | 0 | 3 | -2 | -1.7 | -11 | 18 | -0.3
Cc1nc2ccc(S(=O)(=O)NC(C(=O)N3CCn4c3nc3ccccc34)C(C)C)cc2s1 (stereo not drawn)
    -10 | 12 | -5 | -7 | -3 | -3 | -0.7 | 7 | 1 | -0.4
Cc1ccc(NC(=O)c2ccccc2-c2cc(C)no2)cc1
    6 | 6 | 1 | 0 | 1 | 2 | -0.8 | 1 | 0 | -0.6

# Next section.
mol,NPR2 activator,ARFGAP1 inh,sPLA2-III inh,ADAM10 inh,DDE Tn6 FP inh,NPR1 activator,FXN GAA850 act,ASAP1 GAP inh,rCAG RNA binder,proKLK7 act
Cc1ccc(-c2nnc(SCC#CCOC(=O)c3ccco3)o2)cc1,3,-1,-8,-3,0,7,-0.2,-4,-4,0.5
CCOC(=O)c1[nH]c(C)c(CN(Cc2ccco2)C(=O)C(F)(F)F)c1C,-9,6,5,10,-4,-7,1.2,5,0,-0.8
Cc1[nH]c2ccccc2c1/C=N/NC(=O)CNC(=O)c1ccccc1,-1,15,7,0,-3,2,0.4,3,5,-0.3
O=C(C1COc2ccccc2O1)N1CCN(c2ccc(C(F)(F)F)cn2)CC1 (stereo not drawn),0,-10,5,-10,2,-1,0.2,-15,-2,0.3
N#CCc1ccc(OC(=O)c2cccnc2Cl)cc1,2,-4,3,3,-3,3,0.4,8,-1,-0.3
CC(C)CC(C)N1CCC(n2nccc2NC(=O)CCc2ccccc2)CC1 (stereo not drawn),-8,-8,-4,3,1,0,-0.9,16,-4,0.1
CC(C)(C)c1ccc(C(=O)NCC(=O)OCC(=O)N2CCCC2)cc1,-5,-13,-6,2,-2,1,2.0,-8,-1,0.3
CNS(=O)(=O)c1cccc(C(=O)OCC(=O)N2c3ccccc3CC2C)c1 (stereo not drawn),-1,3,-10,4,6,2,0.6,-5,-3,-0.2
CCN(CC)S(=O)(=O)c1ccc(C2=NOC3(C2)N(C)c2ccccc2C3(C)C)cc1 (stereo not drawn),6,17,-2,-1,-1,2,-6.1,1,0,-0.3
CCOc1ccccc1NC(=O)C1Cc2ccccc2CN1S(C)(=O)=O (stereo not drawn),-4,-10,-5,-8,-6,-9,2.6,6,-1,-0.2
O=C(COc1ccc2c3c(c(=O)oc2c1)CCC3)N[C@@H](CSCc1ccccc1)C(=O)O,2,7,-8,-86,-3,5,0.1,6,29,-0.3
COc1ccc(C2=NS(=O)(=O)N(C)C(C(=O)N3C(C)CCCC3C)=C2)cc1 (stereo not drawn),1,-11,0,-10,1,3,0.3,7,0,0.9
CC(=O)Nc1sc2c(c1CN1CCN(c3ccccn3)CC1)CCCC2,-6,-5,0,11,0,-2,-2.9,-8,-3,0.4
COc1cccc(/C=C2\SC(=S)N(CCC(=O)NNC(=O)c3ccccc3OC)C2=O)c1,1,9,7,-11,9,-5,0.1,12,4,-0.4
C[C@H]1CN([C@@H](C)CO)C(=O)c2cc(Br)cnc2O[C@H]1CN(C)C(=O)C1CCC1,-5,0,10,-5,-1,-1,-2.4,-6,0,0.0
O=C(/C=C/c1ccco1)N1CCN(C/C=C/c2ccccc2)CC1,3,-1,-6,-3,-4,2,3.1,2,8,-0.8
Cc1cc([N+](=O)[O-])nn1CC(=O)N(C)C1CCCCC1,3,15,5,-8,5,8,-2.0,-6,0,0.7
CCOC(=O)C1=C(N)OC2=C(C(=O)CC(C)(C)C2)C1c1cccs1 (stereo not drawn),2,-1,1,-1,-2,-1,-2.5,-4,1,0.1
Nc1cc(=O)[nH]c(SCC(=O)Nc2nnc(-c3ccccc3)s2)n1,0,16,-4,-5,-3,-2,2.3,0,8,0.0
CCOc1ccc(CCNC(=O)COC(=O)c2ccc(F)c(S(=O)(=O)N3CCOCC3)c2)cc1OCC,9,-15,1,3,-1,1,-0.2,-6,2,0.2
Cn1c(NC(=O)c2cccc(C(F)(F)F)c2)cc(=O)n(C)c1=O,-1,7,5,-6,2,14,-0.7,6,2,0.3
Cc1ccccc1-n1c(=O)c2ccccc2n(CC(=O)NCc2ccco2)c1=O,3,-9,2,4,-5,2,-1.3,-10,1,0.5
